Bioassay records deposited in PubChem by National Center for Advancing Translational Sciences (NCATS).
4MU fluor: compounds fluorescent in 4-MU spectral region. 59,000 compounds, 11% hits. compound autofluorescence, 340/450 nm, 4-MU equivalents; stronger effect = higher value. max dye-equivalent concentration, M; in the data active = max dye-equivalent concentration above about 10 nM; inconclusive = mostly about 1.1 nM to 9.6 nM
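Intrinsic fluorescence at 340/450 nm (ex/em) was read after 15 min at room temperature in pH 8.0, 100 mM Tris. Each compound concentration expressed as 4-MU-equivalent concentration from a six-point 4-MU standard series on each plate.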
HEK293 cAMP cs: parental HEK293 cAMP activation (counter-screen); parental HEK293 CNG cAMP sensor, membrane potential fluorescence; Potency, µM (highest dose often 57.1 µM), without a hit: at the top dose activation, most hits filed as activators; 73,000 compounds, 2.5% hits; also: potency is read from the fitted curve at half-maximal effect; % of control where 0% means no effect; nearly all actives have a fitted effect of over 55% in size
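Parental HEK 293 cells stably expressing a modified CNG channel (no TSHR) report cAMP rise as membrane depolarization. Membrane potential dye with 100 uM RO 20-1724 was loaded for 60 min at room temperature, then compound added for 30 min; fluorescence read at 590 nm.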
ERK AVP block: vasopressin-driven ERK pathway inhibition | HEK293-V1b, vasopressin-stimulated pERK AlphaScreen | Potency, µM (highest dose often 57.5 µM), for inactives: top-dose activity, negative = inhibition, hits mostly inhibitors | 72,000 compounds, 0.99% hits; also: potency is read from the fitted curve at half-maximal effect; % is scaled to controls: 0 for no effect and ±100 for the full control effect; nearly all actives have a fitted effect of over 55% in size
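HEK293 cells stably expressing V1b receptor, seeded overnight in 1% FBS, were treated with compounds for 30 min at 37C, then stimulated 5 min with 25 nM vasopressin; phospho-ERK read by AlphaScreen SureFire after lysis.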
Tau fil binding: binds recombinant human tau filaments; P10636; recombinant tau filaments, thioflavin S fluorescence, 15 h; filaments grown with octadecylsulfate alongside compound; Potency, µM (highest dose often 57.1 µM), without a hit: top-dose activity change, negative = inhibition; 71,000 compounds, 2% hits; AID 596;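 also: potency is read from the fitted curve at half-maximal effect; % is scaled to controls: 0 for no effect and ±100 for the full control effect; actives lower thioflavin S fluorescence by blocking filaments or displacing dye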
Target sequence (P10636 whole entry, looked up): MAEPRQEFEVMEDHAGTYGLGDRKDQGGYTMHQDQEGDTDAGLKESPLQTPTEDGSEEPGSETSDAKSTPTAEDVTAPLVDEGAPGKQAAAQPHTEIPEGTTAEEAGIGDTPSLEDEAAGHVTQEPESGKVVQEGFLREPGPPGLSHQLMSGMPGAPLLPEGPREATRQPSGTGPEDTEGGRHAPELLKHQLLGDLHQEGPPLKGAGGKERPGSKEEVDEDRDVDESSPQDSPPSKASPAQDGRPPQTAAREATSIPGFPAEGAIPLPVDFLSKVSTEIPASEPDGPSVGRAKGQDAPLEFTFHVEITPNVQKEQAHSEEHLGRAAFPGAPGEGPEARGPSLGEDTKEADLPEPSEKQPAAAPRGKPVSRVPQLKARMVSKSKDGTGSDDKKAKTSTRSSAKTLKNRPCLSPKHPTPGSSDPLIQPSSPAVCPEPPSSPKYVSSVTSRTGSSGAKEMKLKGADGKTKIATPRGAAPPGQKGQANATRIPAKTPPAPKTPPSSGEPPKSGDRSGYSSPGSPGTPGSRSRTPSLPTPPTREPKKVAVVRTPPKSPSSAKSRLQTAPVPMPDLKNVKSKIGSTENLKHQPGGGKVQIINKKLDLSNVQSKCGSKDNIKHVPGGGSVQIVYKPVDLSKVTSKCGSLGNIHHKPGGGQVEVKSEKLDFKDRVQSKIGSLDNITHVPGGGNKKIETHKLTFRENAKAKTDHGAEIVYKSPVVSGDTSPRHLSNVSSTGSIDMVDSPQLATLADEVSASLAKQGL
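Recombinant tau protein (human, 1 uM final) plus 30 uM ODS in HEPES pH 7.4 with NaCl, DTT and thioflavine S. Compound present from the start; fluorescence at 510 nm after 15 h, 37 C.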
Fluorescein fluor: compound fluoresces in the fluorescein spectral region. Compound autofluorescence, 480/540 nm, fluorescein-equivalent; stronger effect = higher value. max fluorescein-equivalent concentration, M. 59,000 compounds, 0.91% hits. AID 593; in the data active = max fluorescein-equivalent concentration above about 10 nM; inconclusive = between about 1.1 nM and that limit
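Fluorescein stocks ranging 3 mM down to 300 nM, plus DMSO blanks, were pinned alongside compounds to build a per-plate standard curve. Buffer: 100 mM Tris, pH 8.0. Incubation 15 min, room temperature; filters 480/540 nm.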
Rhodamine autofl: compound autofluorescence in rhodamine spectral region. Rhodamine-region fluorescence, 547/598 nm, Tris buffer; stronger effect = higher value. AID 594. max dye-equivalent concentration, M. 59,000 compounds, 0.05% hits; in the data active = max dye-equivalent concentration above about 11 nM; inconclusive = between about 1.1 nM and that limit
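qHTS spectral profiling of compounds without any target or enzyme present, in pH 8.0 Tris buffer; plates were read after a 15-minute room-temperature incubation using the rhodamine-region filter set.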
Caspase-7 inhib: caspase-7 (human) inhibition, allosteric or competitive | P55210 | Potency, µM (highest dose often 57.5 µM), for the others: at the highest dose activity change, negative = inhibition, most hits filed as inhibitors | AID 889 | recombinant caspase-7, Ac-DEVD-AFC fluorescence rate | 75,000 compounds, 0.02% hits; active = well fitted inhibition curve with a large enough effect in the main read-out, with a control signal flat, not every such curve was filed as active; inconclusive = small, poorly fitted or top-dose-only effect, or a change in a side signal; also: potency is read from the fitted curve at half-maximal effect; % of control where 0% means no effect
Target sequence (P55210 24-198 limits assumed): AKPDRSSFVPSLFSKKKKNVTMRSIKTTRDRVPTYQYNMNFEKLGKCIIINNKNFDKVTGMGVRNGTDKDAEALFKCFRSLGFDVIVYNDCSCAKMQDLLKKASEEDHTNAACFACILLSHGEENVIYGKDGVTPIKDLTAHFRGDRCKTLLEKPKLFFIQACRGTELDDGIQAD
Target sequence (P55210 207-303 limits assumed): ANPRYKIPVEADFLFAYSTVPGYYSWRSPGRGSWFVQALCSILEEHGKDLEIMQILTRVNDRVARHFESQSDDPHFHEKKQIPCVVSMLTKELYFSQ
A350 autofl: compound fluoresces in the Alexa 350 spectral region; Compound autofluorescence, 340/450 nm, Alexa 350 dye-equivalents; stronger effect = higher value; max dye-equivalent concentration, M; 59,000 compounds, 11% hits; AID 590; in the data active = max dye-equivalent concentration above about 10 nM; inconclusive = mostly about 1.1 nM to 9.6 nM
TexasRed autofl: compound fluoresces in the Texas Red spectral region. Compound fluorescence, Texas Red channel, 547/618 nm; stronger effect = higher value. max dye-equivalent concentration, M. 59,000 compounds, 0.06% hits; in the data active = max dye-equivalent concentration above about 10 nM; inconclusive = between about 1.1 nM and that limit
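Dye-equivalent concentrations come from scaling compound signal (ex 547, em 618 nm) to six Texas Red standard concentrations run on every plate, after 15 min room-temperature incubation in pH 8.0 Tris (100 mM).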
FLuc inh: inhibitors of firefly luciferase | P08659 | purified firefly luciferase, luminescence, 8 min | Potency, µM (titrated, usually from 57.1 µM), inactives show top-dose activity change, negative = inhibition, hits mostly inhibitors | 72,000 compounds, 2.2% hits | AID 411; also: potency is read from the fitted curve at half-maximal effect; % is scaled to controls: 0 for no effect and ±100 for the full control effect; nearly all actives have a fitted effect of over 40% in size
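Here, luciferase activity is measured as luminescence following an 8 min room-temperature reaction at 10 uM ATP, pH 7.2. Every library sample is titrated.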
Casp1 inh: allosteric or competitive inhibitors of human caspase-1 | Caspase-1 enzyme, Ac-WEHD-AFC fluorogenic rate | Potency, µM (top dose mostly 57.5 µM), without a hit: at the top dose activity change, negative = inhibition, actives largely listed as inhibitors | AID 900 | 75,000 compounds, 0.03% hits;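 also: potency is read from the fitted curve at half-maximal effect; plate controls were vehicle for no effect and no substrate for full effect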
* hit, by the source's call; i = inactive; u = inconclusive; x = no result given; [ ] = another dose, or the depositor's remark. Unless noted, calls follow the shape of the dose curve; as a rule, active = well fitted curve in the direction sought with a large enough effect; inconclusive = small, poorly fitted or top-dose-only effect, or another doubt; inactive = no such curve, though single readings can be large; an effect the other way counts as inactive or inconclusive. Not all compounds are listed. The share of hits here may be higher or lower than overall.

SMILES	4MU fluor	HEK293 cAMP cs	ERK AVP block	Tau fil binding	Fluorescein fluor	Rhodamine autofl	Caspase-7 inhib	A350 autofl	TexasRed autofl	FLuc inh	Casp1 inh
Cc1ccc(C)c(CN2C(=O)C3(OCCCO3)c3ccccc32)c1	i	u	16%	-2%	i	i	-4%	i	i	-1%	-3%
CCS(=O)(=O)n1nc(-c2ccccc2)cc1N	x	-1%	-13%	0%	x	x	0%	x	x	-3%	2%
N[C@@H](C(=O)N[C@@H]1C(=O)N2C(C(=O)O)=C(Cl)CS[C@H]12)c1ccccc1	2.4e-08M*	x	x	x	i	i	x	2.8e-08M*	i	0%[25.5 µM]	x
OC(COc1ccc(Cl)c2ccccc12)CN1CCN(c2ccccn2)CC1 (stereo not given)	i	23%	20µM*	38%	u	i	-7%	i	i	-36%	-4%
CCOc1cccc(OCCOCCN2CCCC2)c1	x	8%	15%	-5%	x	x	-1%	x	x	2%	0%
N#Cc1nc(-c2ccc(OCc3ccccc3)cc2)oc1NCCCn1ccnc1	u	-11%	-8%	-3%	i	i	-1%	u	i	1%	-5%
Cc1c(NC(=O)OCCSc2nc(N(C)C)nc(N(C)C)n2)sc(=S)n1C	x	9%	-5%	18%	x	x	-4%	x	x	0%	-3%
COC(=O)C1CCN(C(=O)CSc2nnc(-c3ccncc3)o2)CC1	i	1%	3%	13%	u	i	0%[0.00368 µM]	u	u	3%	0%
COCCN(CCOC)S(=O)(=O)c1ccc(C(=O)Nc2nc(-c3ccncc3)cs2)cc1	i	4%	25µM*	37%	i	i	-1%	u	i	0%	2%
O=C(O)c1ccccc1S(=O)(=O)c1ccccc1CO	i	4%	-7%	2%	i	i	1%	i	i	1%	-2%
CC(C)(C)c1ccc(S(=O)(=O)N2CCN(CCC#N)CC2)cc1	x	u	27%	5%	x	x	-1%	x	x	4%	5%
CC(C)NC(=O)CN1CCC(O)(c2ccccc2)CC1	i	1%	-5%	-3%	i	i	1%	i	i	8%	0%
CN(C)CCNC(=O)C(C(=O)c1ccc(F)cc1)n1ccccc1=O (stereo not given)	i	-4%	-8%	-1%	u	i	-1%	i	i	1%	5%
CCOC(=O)c1[nH]c(C)c(C(=O)c2cc(F)ccc2F)c1C	i	12%	20µM*	-1%	u	i	-3%	i	i	-2%	1%
COc1ccccc1CN1CC[C@@]2(CCCN(C(=O)c3c(C)noc3C)C2)C1	i	8%	21%	-3%	u	i	-1%	i	i	0%[11.4 µM]	-2%
O=C(c1cccs1)N(C(=O)c1cccs1)c1ccccn1	x	2%	-28%	4%	x	x	0%	x	x	-8%	2%
CCCCn1c(=O)n(C)c(=O)c2c(C(F)(F)F)cc(-c3ccncc3)nc21	9.1e-07M*	u	-6%	-25%	u	i	7%	1.4e-06M*	u	6%	4%
Cc1ccc(-c2csc3ncnc(Sc4nnc(CN5CCCCCC5=O)o4)c23)cc1	i	34%	8%	7%	u	i	1%	i	i	-1%	-1%
CCc1nc2c(cnn2-c2ccc(Cl)cc2)c(=O)n1-c1ccc2c(c1)OCCO2	i	u	5%	5%	i	i	-1%	i	i	1%	0%
Cc1ccc(C(C)C)c(OCC(O)CN2CC(C)OC(C)C2)c1 (stereo not given)	i	u	8%	-14%	i	i	-1%	i	i	1%	1%
CC1CCN(c2ccccc2N)CC1	u	16%	-1%	-10%	u	i	1%	1.6e-08M*	i	2%	-2%
CC1(C)Cc2c(sc(NC(=O)c3ccco3)c2C#N)CO1	i	4%	-19%	9%	i	i	-1%	i	u	7.9µM*	-1%
CCCCOC(=O)c1ccc(NC(=O)c2cnccn2)cc1	i	8%	-15%	25µM*	i	i	-1%	u	u	-5%	-1%
CSc1nnc(-c2ccco2)n1-c1ccccc1	x	20%	-25%	18%	x	x	1%	x	x	1%	-1%
CCCNS(=O)(=O)c1ccc2c(c1)CCCN2C(C)=O	i	5%	20%	8%	i	i	1%	i	u	-1%	3%
CC(C)Sc1nc2c(c(=O)n(C)c(=O)n2C)n1Cc1ccc(Cl)cc1	i	7.9µM*	u	16%	i	i	0%	i	i	4%	-1%
CC(=O)c1cc2c(=O)c3ccccc3oc2nc1C	i	x	x	x	u	i	x	i	i	-1%[25.5 µM]	x
C=CCSC1=C(C#N)C(c2ccccc2)CC(=O)N1 (stereo not given)	i	0%	0%	-8%	i	i	0%	i	i	1%	-2%
Cc1c(/C(O)=C2\C(=O)C(=O)N(CCCN(C)C)C2c2ccccc2)cnn1-c1ccccc1 (stereo not given)	u	x	x	x	i	i	x	u	i	-10%[25.5 µM]	x
Cc1c(C(=O)O)cnc2cc(-c3ccc(Cl)cc3)nn12	x	-3%	x	-11%	x	x	1%	x	x	13µM*	1%
COc1ccccc1CCn1c(=O)c(C)nc2cncnc21	i	u	-6%	-8%	i	i	-3%	i	i	2%[11.4 µM]	-3%
CC1(C)OC(C(=O)NC2CCCCC2)C(C(=O)NC2CCCCC2)O1 (stereo not given)	i	5%	-23%	2%	i	i	0%	i	i	-1%	1%
CSc1nc2sc3c(c2c(=O)n1C)CCC(C)C3 (stereo not given)	u	u	-58%	0%	i	i	1%	u	i	-6%	1%
O=C(CSc1c2c(nc3ccc(Cl)cc13)CCCC2)N1CCN(C(=O)c2ccco2)CC1	i	24%	-26%	i	u	i	-3%	i	i	2%	-2%
O=c1c(-c2ccc(F)cc2)nc2cncnc2n1Cc1ccccc1	i	-26%	-26%	-14%	u	i	-8%	i	i	0%[11.4 µM]	-6%
CC(=O)C(C)Oc1ccc2c3c(c(=O)oc2c1C)CCCC3 (stereo not given)	u	10%	u	49%	u	i	-12%	1.2e-08M*	i	-9%	-9%
COC(=O)c1[nH]c(C)c(/C(O)=C2\C(=O)C(=O)N(CCN3CCOCC3)C2c2cccs2)c1C (stereo not given)	i	0%	-9%	1%	i	i	-4%	i	i	-5%	-1%
CCOc1cccc(-c2cc(=O)[nH][nH]2)c1	i	-4%	-14%	4%	i	i	-1%	i	i	1%	0%
COc1ccc2[nH]c(=S)[nH]c2c1	i	0%	10%	-1%	i	i	0%	i	i	2%	0%
COc1cc(C)ccc1NC(=O)c1ccc(S(=O)(=O)N2CCOCC2)cc1	i	1%	17%	4%	i	i	1%	i	i	1%	1%

Given in markdown: part of the list above
| smiles | 4MU fluor | HEK293 cAMP cs | ERK AVP block | Tau fil binding | Fluorescein fluor | Rhodamine autofl | Caspase-7 inhib | A350 autofl | TexasRed autofl | FLuc inh | Casp1 inh |
| --- | --- | --- | --- | --- | --- | --- | --- | --- | --- | --- | --- |
| COc1ccccc1CCn1c(=O)c(C)nc2cncnc21 | i | u | -6% | -8% | i | i | -3% | i | i | 2%[11.4 µM] | -3% |
| CC1(C)OC(C(=O)NC2CCCCC2)C(C(=O)NC2CCCCC2)O1 (stereo not given) | i | 5% | -23% | 2% | i | i | 0% | i | i | -1% | 1% |
| CSc1nc2sc3c(c2c(=O)n1C)CCC(C)C3 (stereo not given) | u | u | -58% | 0% | i | i | 1% | u | i | -6% | 1% |
| O=C(CSc1c2c(nc3ccc(Cl)cc13)CCCC2)N1CCN(C(=O)c2ccco2)CC1 | i | 24% | -26% | i | u | i | -3% | i | i | 2% | -2% |
| O=c1c(-c2ccc(F)cc2)nc2cncnc2n1Cc1ccccc1 | i | -26% | -26% | -14% | u | i | -8% | i | i | 0%[11.4 µM] | -6% |

Later entries
SMILES	4MU fluor	HEK293 cAMP cs	ERK AVP block	Tau fil binding	Fluorescein fluor	Rhodamine autofl	Caspase-7 inhib	A350 autofl	TexasRed autofl	FLuc inh	Casp1 inh
CCOC(=O)C1CCN(C(=O)c2ccc(OC)cc2OC)CC1	x	-6%	-3%	14%	x	x	0%	x	x	0%	-1%
C=CCNC(=O)c1cc(=O)c2ccccc2o1	i	-7%	0%	-10%	i	i	0%	i	u	0%	1%
CCN(CCCNC(=O)c1[nH]c(C)c(C(C)=O)c1C)c1ccccc1	i	10%	17%	-2%	i	i	-1%	i	i	2%	0%
NC(Cc1ccc2nonc2c1)C(=O)O (stereo not given)	i	2%	16%	-7%	i	i	1%	i	i	4%	-1%
Clc1ccccc1OCCCCN1CCCC1	x	3%	-3%	-2%	x	x	-1%	x	x	0%	-2%
N#CC1=C(O)CCCn2c1nc1ccccc1c2=O	u	0%	-16%	-1%	i	i	0%	u	i	-5%	-3%
CCOc1ccc(C2CC(c3cccc(OC)c3)n3nc(N)nc3N2)cc1 (stereo not given)	x	3%	u	-20%	x	x	-5%	x	x	2%	-6%
CCCCc1cc2ccccc2c(OCCN(C)C)n1	i	27%[25.6 µM]	-12%[25.7 µM]	-2%[25.6 µM]	u	i	1%[25.7 µM]	i	i	9%[25.5 µM]	0%[25.7 µM]
CCOC(=O)CSc1nc(N)c2c3c(sc2n1)CCCC3	u	x	x	x	i	i	x	u	i	-12%[25.5 µM]	x
CCCCn1c(N)c(Sc2ccc(C)cc2)c(=O)[nH]c1=O	i	10%	14%	4%	u	i	0%	i	i	0%	1%
Cc1nc(-c2ccccc2)c(Cc2ccccc2O)c(=O)[nH]1	i	-2%[11.4 µM]	-14%[11.5 µM]	8%[11.4 µM]	u	i	1%[11.5 µM]	i	i	2%[11.4 µM]	1%[11.5 µM]
CC(C)NC(=O)CSCc1ccccc1Cl	x	0%[11.4 µM]	-12%	11%[11.4 µM]	x	x	2%	x	x	2%	-1%
